HIF-2a inh – HIF-2a reporter inhibitors, primary screen, luminescence, 786-0 RCC cells. 786-0 RCC cells HIF-2a reporter, luciferase luminescence, overnight. inhibition, % at 18.8 µM. hit rate 0.72% among 360,000. AID 624352, 2012;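 active = inhibition of the luminescence signal of 40% or more relative to plate controls, in a single-dose primary screen at 18.75 µM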
Granule exo inh – LAMP-1 surface exposure blockers, TALL-104 cells – cell-based, flow cytometry, MLPCN library, primary screen; inhibition, % at 10 µM; hit rate 0.66% among 360,000; TALL-104 LAMP-1 surface exposure; cells stimulated with thapsigargin and PMA;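 active = inhibition above about 55%, limit read from the data; inconclusive = no clear call, values can overlap the other calls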
aDG glyco act – activators of alpha-DG glycosylation, primary screen, uHTS, Pro5-aDG cells, AlphaScreen; activation, % at 10 µM; AID 624168, 2012; alpha-DG glycosylation AlphaScreen (IIH6); 0% Pro5, 100% B10-LARGE cell signal; hit rate 0.22% among 360,000;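 active = activation of at least 8% versus controls, or a plate z-score of at least 8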;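 note: Pro5 are CHO cells carrying HIG-tagged alpha-DG that lacks glycosylation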
PDI inh – inhibitors of human PDI, primary screen, biochemical, turbidity, single point, plate reader; AID 588391, 2011; inhibition, % at 10 µM; Protein disulfide-isomerase (Homo sapiens), P07237; hit rate 0.052% among 350,000; PDI insulin aggregation turbidity, A650, 90 min;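 active = mean inhibition across replicates of 30% or more, whatever share of single replicates reach that level; inconclusive = mean inhibition below 30% while every single replicate reaches 30%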;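 note: absorbance from insulin aggregation driven by PDI reduction with DTT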
Target sequence (P07237 whole entry, looked up): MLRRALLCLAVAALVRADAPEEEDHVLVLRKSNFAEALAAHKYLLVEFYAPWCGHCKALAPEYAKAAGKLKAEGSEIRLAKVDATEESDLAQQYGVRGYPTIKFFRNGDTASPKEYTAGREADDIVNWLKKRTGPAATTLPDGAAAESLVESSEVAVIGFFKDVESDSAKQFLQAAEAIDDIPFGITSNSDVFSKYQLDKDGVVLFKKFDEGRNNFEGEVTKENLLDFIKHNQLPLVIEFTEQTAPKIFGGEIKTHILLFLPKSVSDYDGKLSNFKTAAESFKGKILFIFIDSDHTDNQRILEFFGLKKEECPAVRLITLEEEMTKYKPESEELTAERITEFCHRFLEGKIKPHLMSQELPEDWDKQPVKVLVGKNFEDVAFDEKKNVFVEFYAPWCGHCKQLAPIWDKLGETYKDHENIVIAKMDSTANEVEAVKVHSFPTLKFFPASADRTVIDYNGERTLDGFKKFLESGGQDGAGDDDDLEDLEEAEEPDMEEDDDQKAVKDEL
NR2E3 ag-1 – inhibitors of NR2E3-RetCOR corepressor binding, primary screen, NR2E3 agonist project, biochemical, TR-FRET, GST-NR2E3, biotin-RetCOR; AID 2300, 2010; inhibition of corepressor binding, % at 4.78 µM; Photoreceptor-specific nuclear receptor (Homo sapiens), Q9Y5X4; hit rate 0.12% among 320,000; 1536-well;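 active = percent inhibition above the cutoff of mean plus 3 SD of all tested compounds, set per screening campaign, cut at about 20% in these data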;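 note: 0% = DMSO wells and 100% = biotin wells as full block of FRET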
Target sequence (Q9Y5X4 whole entry, looked up): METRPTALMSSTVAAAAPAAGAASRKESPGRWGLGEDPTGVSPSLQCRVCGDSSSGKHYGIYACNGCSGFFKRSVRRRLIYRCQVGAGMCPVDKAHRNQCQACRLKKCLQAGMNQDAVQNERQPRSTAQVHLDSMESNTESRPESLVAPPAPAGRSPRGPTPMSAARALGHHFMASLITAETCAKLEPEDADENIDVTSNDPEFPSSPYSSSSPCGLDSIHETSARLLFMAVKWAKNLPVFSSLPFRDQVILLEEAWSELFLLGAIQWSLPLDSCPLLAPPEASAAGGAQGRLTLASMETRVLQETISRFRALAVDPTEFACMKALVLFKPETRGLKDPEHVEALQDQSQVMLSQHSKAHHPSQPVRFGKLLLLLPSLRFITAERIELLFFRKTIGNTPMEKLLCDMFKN
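Test system: GST-NR2E3 and biotin-RetCOR proteins | Quantity: 1.35 nM GST-tagged NR2E3 final | Medium: Tris pH 7.5 | Also added: 7 nM biotin-RetCOR | Dosing: Compound at 4.8 µM, single dose | Timing: 5 h at 4 °C | Detection: Time-resolved FRET | Read-out basis: Percent inhibition | Benchmarks: Biotin wells as high control, 0.6% DMSO wells as low control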
Peg3 prom inh – Peg3 promoter-driven luciferase inhibitors, primary screen, cell-based, HeLa, luciferase luminescence | HeLa PEG-Prom luciferase reporter, overnight | inhibition, % at 20 µM | hit rate 1.7% among 360,000;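 active = inhibition of at least 50% at 20 µM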
hiPSC survival – enhancers of single-cell hiPSC survival, primary screen, ATPlite luminescence. 100% = ROCK inhibitor wells, 0% = DMSO. survival enhancement, % at 20 µM. hit rate 0.044% among 360,000. AID 602274, 2012; in the data active = survival enhancement above about 18%;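 note: cells exposed to compounds for 16 hours before the ATP read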
NR2E3 ag-2 – NR2E3 agonists in two-hybrid cells, primary screen, cell-based, luminescence, CHO-S, Gal4-NCOR/VP16-NR2E3; inhibition of corepressor binding, % at 3.98 µM; Photoreceptor-specific nuclear receptor (Homo sapiens), Q9Y5X4; AID 602229, 2012; hit rate 0.35% among 360,000; luciferase;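 active = inhibition above the mean of all tested compounds plus 3 SD, cut at about 70% in these data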;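 note: 0% = DMSO with NR2E3 transfected cells and 100% = cells lacking NR2E3 construct; higher means lower luciferase signal from less NR2E3 corepressor binding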
MITF TRPM1 inh – inhibitors of MITF-dependent TRPM1 promoter reporter, primary screen, cell-based, SK-MEL-5, single point, luciferase. SK-MEL-5 TRPM1 promoter luciferase, 24 h. inhibition, % at 12.5 µM. hit rate 0.83% among 330,000. AID 488899, 2010;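 active = mean inhibition across replicates of 60% or more, whatever share of single replicates reaches that level; inconclusive = some that reach 60%, reason not given; inactive = mean inhibition across replicates below 60%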; note: values of inactives mirror those of a sister screen read the other way
CaV13 ICDI inh – Primary screen for inhibitors of IQ motif and Ca2+-dependent inactivation inhibitor domain binding in CACNA1D, Förster resonance energy transfer in living cells, …; HEK cells, CFP/YFP FRET ICDI-IQ, plate reader, 10 min; percent FRET-ratio fall versus neutral wells; inhibition, % at 12.3 µM; hit rate 0.098% among 340,000;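 active = mean replicate inhibition of at least 30% and at least 1% of replicates passing that level; inconclusive = only one of the two criteria is met; inactive = neither criterion is met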;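 note: 0% = median of the neutral control wells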
Vif imaging – HIV Vif self-association inhibitors, primary screen, imaging, HEK293T, single point. AID 602346, 2012. inhibition, % at 7.49 µM. HEK293T cells, Vif self-association by quenched fluorescence, 24 h. hit rate 0.35% among 340,000; in the data active = inhibition above about 50%, passing the limit was not always enough; inconclusive = no clear call, values can overlap the other calls; inactive = below about 31%; note: some results filed as inactive read as strong as hits
An asterisk follows results filed as active; u = inconclusive; x = no result given.

SMILES	HIF-2a inh	Granule exo inh	aDG glyco act	PDI inh	NR2E3 ag-1	Peg3 prom inh	hiPSC survival	NR2E3 ag-2	MITF TRPM1 inh	CaV13 ICDI inh	Vif imaging
COc1ccc(NC(=O)NC2(C(=O)N3CCCCC3)CCCCC2)cc1	14	2	0.2	-3	10	16	0.1	1	-4	-7	-17
O=C(O)C1Cc2ccccc2CN1C(=O)COc1ccc(Cl)cc1 (configuration not stated)	19	14	0.0	2	3	9	0.9	3	-15	1	x
CCCCCc1cc(=O)oc2c(C(CCN3CCCC(C)C3)c3ccc(OC)cc3)c(OC)cc(OC)c12 (configuration not stated)	7	26	1.2	7	1	96*	-3.2	-23	47	-4	-6
CC1CCc2nn(CC(=O)NCCN3CCCCC3C)cc2C1 (configuration not stated)	8	-1	0.4	x	-1	7	3.1	-58	2	-3	7
O=C(N/N=C/c1ccncc1)c1ccc2c(c1)OCO2	-74	1	0.1	-5	1	-50	-1.6	-30	-30	-6	-3
O=C1C=C(c2cc(Cl)cc(Cl)c2)C[C@@H](c2ccc(F)cc2)C1	12	32	0.1	-28	0	5	0.0	-30	8	-11	-1
CC(C)(C)c1ccc(/C=C(\C#N)C(=O)NCCN2CCOCC2)cc1	17	23	0.4	0	2	19	-0.4	-8	-10	-5	-4
COCOc1cccc(CN2CCC2(C)C(=O)NCCNC(C)=O)c1 (configuration not stated)	8	-2	-0.5	4	x	13	-2.4	-9	x	-7	x
O=C(COc1ccccc1)Nc1cc2c3c(c1)CC(=O)N3CCC2	-44	-15	-0.1	21	2	-119	0.9	-26	-40	-5	-4
COc1cc(OC)cc(C(=O)NNC(=O)c2ccc3ccccc3n2)c1	-16	11	0.4	11	x	-4	0.3	7	51	-14	3
CCCc1nnc(SCC(=O)Nc2ccc(OC)cc2)n1N	-3	2	-0.3	-9	0	2	-1.6	11	9	-9	8
O=C(c1ccncc1)N1CCN(c2ccc(F)cc2)CC1	21	-3	-0.2	7	2	2	0.2	-4	6	-1	x
O=C(c1ccc(Cl)c(S(=O)(=O)N2CCOCC2)c1)N1CCCC1	17	8	0.0	11	3	4	0.7	4	10	-19	22
c1ccc(-c2csc3ncn4nnnc4c23)cc1	3	-2	0.0	-5	0	6	0.5	-9	3	x	6
CCCCc1c(C)[nH]c2nc3ccccc3n2c1=O	-94	-2	0.0	-6	4	-168	0.6	-12	-54	-3	-2

Three entries already listed, arranged by the number in NR2E3 ag-1, largest number first.
| SMILES | NR2E3 ag-1 |
| --- | --- |
| O=C(O)C1Cc2ccccc2CN1C(=O)COc1ccc(Cl)cc1 (configuration not stated) | 3 |
| CC(C)(C)c1ccc(/C=C(\C#N)C(=O)NCCN2CCOCC2)cc1 | 2 |
| c1ccc(-c2csc3ncn4nnnc4c23)cc1 | 0 |

New compounds follow:
SMILES	HIF-2a inh	Granule exo inh	aDG glyco act	PDI inh	NR2E3 ag-1	Peg3 prom inh	hiPSC survival	NR2E3 ag-2	MITF TRPM1 inh	CaV13 ICDI inh	Vif imaging
CCN1CCN(c2cc3c(nn2)Oc2ccccc2N3C)CC1	-197	0	0.4	-1	0	-195	2.7	-37	-75	-6	3
CC[C@]12c3[nH]c4ccc(OC)cc4c3CCN1C(=O)C(CC(=O)NCCCOC)C[C@@H]2C(=O)N1CCN(C(=O)C2CC2)CC1 (some centres not stated)	14	-2	0.1	-6	x	-7	4.2	-18	-9	-9	0
O=C(CNS(=O)(=O)c1cccc(Br)c1)NCCCc1ccccc1	18	-1	0.0	3	2	11	-0.5	1	0	-2	-12
O=C(CCN1C(=O)c2ccccc2C1=O)N1CCN(C2c3ccccc3-c3ccccc32)CC1	7	-10	-0.2	4	1	7	-0.5	-13	5	-8	-1
Cc1cc(Br)ccc1NC(=O)CN(C)C(=O)CCSc1ccc(F)cc1	12	-1	0.1	-6	4	8	-0.2	12	1	-5	0
Cc1cc2ccccn2c1C(=O)c1ccccc1F	-61	-2	-0.2	-1	4	-23	2.4	-28	7	-3	6
CC1(C)NC(=O)N(CCOc2ccc([N+](=O)[O-])cc2)C1=O	12	-1	-0.3	1	0	-12	0.6	-29	3	-15	u
CC(=O)c1cccc(NC(=O)N2CCCC2C(=O)NCCC(C)C)c1 (configuration not stated)	18	5	0.1	-4	0	15	-2.0	-27	-1	-5	19
Cc1cccnc1NC(=O)CN1C(=O)c2ccccc2S1(=O)=O	-8	-1	-0.2	17	0	0	-0.1	-18	12	-6	10
COC(=O)C1=C(C)NC(=O)/C1=C\c1cc(C)n(-c2cc(C)cc(C)c2)c1C	22	3	-0.3	-6	1	14	4.4	-14	-11	-5	3
COc1ccc(/C=C/C(=O)N(C)C2CCCCC2)cc1Br	-233	0	0.5	-9	-1	-190	0.0	-73	-70	-3	2
CCN(CC)C(=O)c1ccccc1NC(=O)c1cccc(S(=O)(=O)N(CC)CC)c1	15	3	0.0	-14	0	18	-1.3	2	6	-2	x
C=CCNC(=O)C12CCC(C)(C(=O)[C@H]1Br)C2(C)C (some centres not stated)	12	-13	0.1	4	-2	-5	0.1	-9	3	0	-8
O=C(c1ccc(Cl)nc1)N1CCN(C/C=C/c2ccccc2)CC1	9	1	0.7	3	1	10	-0.1	4	1	7	-4
COc1ccc(NC(=O)CC2C(=O)N(C)C(=S)N2Cc2ccco2)cc1 (configuration not stated)	10	4	0.2	-2	-4	-12	-3.1	-16	6	-4	2
O=c1[nH]cc(N=Cc2cc(Cl)cc(Cl)c2O)c(=O)[nH]1	15	30	0.0	1	-1	17	0.1	5	9	-83	2
O=C(Nc1nnc(C2=COCCO2)o1)c1cccc(Br)c1	-9	2	0.0	0	0	-7	-0.3	-3	6	-5	-8
Nc1nonc1-n1nnc(C(=O)N/N=C/c2ccccc2Cl)c1CSc1ccccc1	20	7	0.0	-4	-7	12	-0.9	-7	x	-2	3
O=C(CCS(=O)(=O)c1ccccc1)Nc1ccc2c(c1)C(=O)NC2=O	10	-2	0.0	3	2	9	-0.4	3	15	-3	6
CN(C)S(=O)(=O)c1ccc(NC(=O)c2cc(-c3cccs3)nc3ccccc23)cc1	-1	-4	-0.7	-1	-1	47	1.7	-14	-3	-5	-2
O=C(Cc1ccccc1[N+](=O)[O-])NCCc1ccc(F)cc1	-7	-12	0.2	-8	1	-3	0.0	9	6	3	-11
CSCCC(NS(=O)(=O)c1ccc2c(c1)Cc1cc(S(=O)(=O)NC(CCSC)C(=O)O)ccc1-2)C(=O)O (configuration not stated)	16	0	0.0	7	3	9	-0.5	-18	2	-3	37
CC[C@H](C)[C@@H]1NC(=O)c2cc([N+](=O)[O-])cc(F)c2NCCCC[C@@H](C(N)=O)NC(=O)[C@H](CCCCN)NC1=O	3	-11	-0.1	-3	-4	-14	1.4	6	-6	-8	8
CC(=O)C1=CCC(c2ccco2)N(S(=O)(=O)c2ccc(C)cc2)C1 (configuration not stated)	11	-1	-0.2	x	x	7	-1.0	-28	x	-3	x
CCOc1ccc(-n2cc(C(=O)c3cc(Cl)ccc3O)cc(C#N)c2=O)cc1	26	-2	-0.7	-5	-4	29	-2.3	5	12	-4	-4
C/C(=C\c1ccccc1)C(=O)Nc1nccs1	-229	-2	0.1	0	x	-257	-2.5	-72	-76	-4	9
CCCOc1ccc(CCc2n[nH]c(=S)n2Cc2ccccc2)cc1	11	-1	1.0	-3	5	9	0.0	-1	1	-5	-20
C=C(C)Cn1c(SCC(=O)O)nnc1-c1ccc(C(C)(C)C)cc1	0	-1	0.0	14	3	-9	6.2	-3	14	x	2
CC(CN1CCOCC1)OC(=O)c1ccccc1Br (configuration not stated)	6	2	1.2	-3	1	-1	-0.4	-10	-6	x	11
CNc1ncnc2c1ncn2[C@@H]1O[C@H](CO)[C@@H](O)[C@H]1O	-14	-1	0.0	4	2	-7	2.5	27	-9	-5	0

Look-ups from the list.
Entry for Nc1nonc1-n1nnc(C(=O)N/N=C/c2ccccc2Cl)c1CSc1ccccc1 in NR2E3 ag-1: -7
Entry for CNc1ncnc2c1ncn2[C@@H]1O[C@H](CO)[C@@H](O)[C@H]1O in PDI inh: 4
Entry for CN(C)S(=O)(=O)c1ccc(NC(=O)c2cc(-c3cccs3)nc3ccccc23)cc1 in NR2E3 ag-1: -1
Entry for CC(CN1CCOCC1)OC(=O)c1ccccc1Br (configuration not stated) in HIF-2a inh: 6

Quoted at random: two compounds from above.
SMILES	HIF-2a inh	Granule exo inh	aDG glyco act	PDI inh	NR2E3 ag-1	Peg3 prom inh	hiPSC survival	NR2E3 ag-2	MITF TRPM1 inh	CaV13 ICDI inh	Vif imaging
CC[C@H](C)[C@@H]1NC(=O)c2cc([N+](=O)[O-])cc(F)c2NCCCC[C@@H](C(N)=O)NC(=O)[C@H](CCCCN)NC1=O	3	-11	-0.1	-3	-4	-14	1.4	6	-6	-8	8
Nc1nonc1-n1nnc(C(=O)N/N=C/c2ccccc2Cl)c1CSc1ccccc1	20	7	0.0	-4	-7	12	-0.9	-7	x	-2	3

Remaining list, next part
SMILES	HIF-2a inh	Granule exo inh	aDG glyco act	PDI inh	NR2E3 ag-1	Peg3 prom inh	hiPSC survival	NR2E3 ag-2	MITF TRPM1 inh	CaV13 ICDI inh	Vif imaging
COc1cccc(C(=O)OCC(=O)NCCCc2ccccc2)c1	13	6	0.2	2	0	-4	0.2	-9	5	-20	-16
Nc1nc(SCC(=O)N2CCCCCC2)[nH]c(=O)c1NC(=O)c1ccco1	6	0	0.1	x	-2	18	-0.3	-5	x	-3	x
COC(=O)c1cccc(NC(=S)Nc2cccc(Cl)c2C)c1	-7	-1	-0.1	3	0	-5	-0.7	-18	-3	-7	2
CCOC(=O)c1sc(NC(=O)C(C)Sc2nc(N)cc(=O)[nH]2)nc1C (configuration not stated)	17	1	-0.3	0	4	-16	-2.7	-15	-1	-2	6
CN(C)S(=O)(=O)c1cc(NC(=O)COC(=O)Cc2ccc(Cl)cc2Cl)ccc1Cl	15	0	-0.2	-2	3	5	-0.1	-9	-5	-16	3
Cc1c(O)ccc2c(CN(C)Cc3ccccc3)cc(=O)oc12	-25	29	1.4	20	2	-46	-0.5	-36	1	-4	-1
Cc1nn(-c2ccc(F)cc2F)c(=O)c2noc(C)c12	18	-3	-0.1	8	3	2	-0.1	-21	3	-21	0
CCOC(=O)c1cnn(-c2ccccc2)c1NC(=O)CN1CCOCC1	10	8	0.2	-5	-1	1	-0.6	5	7	-4	8
